PMI act satM6P: PMI (human) activation, high substrate; 0.34% of 190,000 active; coupled PMI enzyme assay, resazurin fluorescence, 20 min; active compounds read high; 1 = untreated enzyme, 0 = substrate-free blank; P34949; activation factor at 20 µM;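 active = activation factor of 2 or more at 20 µM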
Target sequence (P34949 whole entry, looked up): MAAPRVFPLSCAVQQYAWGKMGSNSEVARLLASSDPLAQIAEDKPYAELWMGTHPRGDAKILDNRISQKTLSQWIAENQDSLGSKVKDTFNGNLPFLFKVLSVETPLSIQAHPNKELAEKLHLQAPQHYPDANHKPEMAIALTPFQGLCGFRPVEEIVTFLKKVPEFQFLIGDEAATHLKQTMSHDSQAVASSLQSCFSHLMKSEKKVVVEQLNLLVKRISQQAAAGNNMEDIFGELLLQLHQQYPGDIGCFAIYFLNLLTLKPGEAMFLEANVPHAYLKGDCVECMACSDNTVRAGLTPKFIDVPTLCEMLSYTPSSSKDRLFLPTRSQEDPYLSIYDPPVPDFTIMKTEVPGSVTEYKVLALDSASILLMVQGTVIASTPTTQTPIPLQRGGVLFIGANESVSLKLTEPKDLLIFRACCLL
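assay system = human phosphomannose isomerase with PGI, G6PDH, diaphorase coupling enzymes | quantity = 15 ng/mL PMI | incubation = enzyme reaction with compound 20 min at room temperature | medium = HEPES pH 7.4 buffer with MgCl2 and Tween-20 | compound dosing = one concentration, 20 µM, in 1% DMSO | measured by = Diaphorase-driven resazurin-to-resorufin fluorescence, excitation 544, emission 590 nm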
Lmaj promast: inhibitors of Leishmania major promastigote growth | inhibition, % at 10 µM | Leishmania major promastigotes, resazurin fluorescence viability | 9% of 200,000 active; in the data active = inhibition above about 50%;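 also: promastigotes grown with compound for 44 hours at 28 °C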
Hsp70 activator: switches on Hsp70 transcription. HeLa Hsp70 promoter luciferase reporter, luminescence; scaled: vehicle 0, proteasome-inhibitor control 100%. 0.04% of 200,000 active. activation, % at 10 µM;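 active = activation above the mean across all tested compounds plus 3 SD, cutoff set per campaign, cut at about 5.5% in these data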;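 also: 100% = MG132 at 30 µM as the positive control and 0% = DMSO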
PMI activator: phosphomannose isomerase (human) activation; P34949; purified human PMI, coupled resazurin fluorescence, 20 min; active compounds read high; 1 = vehicle control, 0 substrate-free wells; activation factor at 20 µM; 0.005% of 190,000 active; AID 1214;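 active = activation factor of 2 or more at 20 µM, relative to plate controls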
S1P3 antag: antagonists of human S1P3 receptor; CHO S1P3 NFAT-BLA reporter, FRET fluorescence, antagonist mode; inhibition, % at 4.98 µM; 0.27% of 170,000 active; AID 485;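 active = inhibition above the plate cutoff, the mean inhibition of test wells on that plate plus 3 SD, cut at about 28% in these data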;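 also: cells challenged with S1P at its EC80 of 0.8 µM; blue over green emission ratio from cleaved BLA substrate after 4 h stimulation; 0% = S1P-stimulated wells and 100% = unstimulated DMSO-only wells; some compounds past the cut are filed as inactive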
TNAP inh hi DEA: blocks human TNAP under high phosphate acceptor concentration; 0.03% of 200,000 active; P05186; purified TNAP, CDP-star luminescence, 1 M DEA; inhibition, % at 20 µM;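 active = over 50% inhibition of tissue-nonspecific alkaline phosphatase at 20 µM in the single-dose screen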;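 also: plate controls were DMSO wells for no effect and EDTA-quenched wells as full inhibition for full effect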
Target sequence (P05186 whole entry, looked up): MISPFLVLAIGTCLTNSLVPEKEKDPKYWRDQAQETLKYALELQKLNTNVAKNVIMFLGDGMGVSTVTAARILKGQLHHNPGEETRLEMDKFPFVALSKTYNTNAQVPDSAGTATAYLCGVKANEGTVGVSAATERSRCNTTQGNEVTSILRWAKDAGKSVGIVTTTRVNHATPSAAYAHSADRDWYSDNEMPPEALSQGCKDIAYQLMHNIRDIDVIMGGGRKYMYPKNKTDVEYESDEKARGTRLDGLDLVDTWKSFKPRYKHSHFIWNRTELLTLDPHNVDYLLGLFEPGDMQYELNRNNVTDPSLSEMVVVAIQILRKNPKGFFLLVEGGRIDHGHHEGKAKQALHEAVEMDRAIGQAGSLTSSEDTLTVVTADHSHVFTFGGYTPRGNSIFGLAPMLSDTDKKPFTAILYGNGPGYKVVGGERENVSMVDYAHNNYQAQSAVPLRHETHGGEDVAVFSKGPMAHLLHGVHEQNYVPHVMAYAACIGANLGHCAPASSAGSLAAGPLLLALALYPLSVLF
Redox H2O2 prof: compounds producing H2O2 with reducing agent – biochemical, NIH compound library profiling, artefact control for MLSCN library redox annotation, primary screen; DTT-dependent redox cycling H2O2, phenol red/HRP absorbance; 100% = 100 µM peroxide control, 0% = buffer; activation, % at 10 µM; 0.03% of 200,000 active;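 active = activation of at least 50% relative to the plate's high and low controls in the primary single-dose screen; inactive = activation below 50%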;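 also: compound incubated with DTT at 0.8 mM final as the reducing agent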
Efa HMGR inh: E. faecalis class II HMG-CoA reductase inhibition; purified E. faecalis HMGR, NADPH absorbance 340 nm kinetic; inhibition, % at 10 µM; 0.41% of 190,000 active; AID 1066;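 active = inhibition above a set limit, the median over all tested compounds plus 3 SD, cut at about 9.5% in these data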;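 also: enzyme runs in reverse so mevalonate oxidation gives rising NADPH absorbance; 0% = complete reaction with DMSO and 100% = background rate lacking mevalonate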
TNAP inh noacc: inhibitors of human TNAP without phosphate acceptor | P05186 | 0.26% of 200,000 active | inhibition, % at 20 µM | purified TNAP, CDP-star luminescence, 30 min;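 active = tissue-nonspecific alkaline phosphatase inhibition above about 50% at 20 µM in the single-dose screen, limit read from the data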;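 also: 0% = DMSO negative control and 100% = EDTA positive control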
RAM network inh: inhibitors of the yeast RAM network; S. cerevisiae dse1pr::URA3 reporter, 5-FOA growth OD615, 2 d; analog-sensitive cbk1-as2 kinase mutant strain; inhibition, % at 50 µM; 1.8% of 190,000 active; AID 868;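 active = inhibition above a set limit, 3 SD over mean compound inhibition, cut at about 8.4% in these data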;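 also: 0% = DMSO-only wells with no growth and 100% = 10 µM 1-NA-PP1 full growth; inhibition rescues growth on 5-FOA so higher OD means more RAM inhibition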
Starred values were filed as active, the others as inactive; · = not tested or not shown.

SMILES | PMI act satM6P | Lmaj promast | Hsp70 activator | PMI activator | S1P3 antag | TNAP inh hi DEA | Redox H2O2 prof | Efa HMGR inh | TNAP inh noacc | RAM network inh
Cc1ccc(N(CC(=O)NC2CCCC2)C(=O)CCCC(=O)Nc2ccccn2)cc1C | 1 | 9 | -0.1 | 1 | -8 | -5 | 0.0 | -7 | -13 | 1.7
COC(=O)C1=C(C)N(CCc2ccc(OC)c(OC)c2)C(=O)C1 | 1.1 | -2 | -0.1 | 1.1 | · | -7 | 0.8 | -3 | -13 | -0.4
CCn1c(CNc2ccccc2Cl)nnc1SCCN1CCCCC1 | 0.9 | 1 | -0.2 | 0.9 | -3 | -4 | 2.0 | -6 | -3 | -0.9
O=C(CSc1nnc(-c2ccc(Br)cc2)o1)Nc1cccc2ccccc12 | 0.9 | 0 | -0.2 | 0.9 | 16 | 2 | 0.6 | 1 | -11 | 1.0
Cc1nc(=O)c(-c2ccccc2)c(C)n1CCCO | 1 | -5 | 0.1 | 1.1 | -3 | 1 | 1.0 | -7 | 10 | 0.9
COc1cccc(NC(=O)C(=O)NCc2ccncc2)c1 | 0.9 | -3 | 0.1 | 1 | -1 | -5 | 0.1 | 1 | -5 | 2.6
N#Cc1cccnc1Nc1ccc(Cl)cc1 | 1 | -11 | -0.4 | 1 | -4 | -6 | -1.4 | -4 | -11 | 0.4
O=C(CN1CCN(c2ccc(O)cc2)CC1)NC(=O)NCc1ccco1 | 0.9 | 14 | -0.4 | 0.9 | 5 | 0 | -0.3 | 2 | -11 | 0.0
O=C(NNC(=O)[C@@H]1CCCC[C@@H]1C(=O)O)Nc1ccccc1 | 1 | -1 | -0.1 | 1.1 | -10 | -9 | -0.2 | -2 | -7 | 1.0
N#CCC(=O)N/N=C1\CCCCC1C1CCCCC1 (stereo unspecified) | 1.1 | -3 | -0.3 | 1 | -3 | 1 | 0.7 | -7 | -12 | 0.0
C=CCOc1c2ccc(C(=O)N(CC)c3ccc(OC)cc3)cc2nn1C | 1 | -6 | -0.2 | 1 | · | -5 | -2.3 | 3 | -7 | -0.1
CCCCCC1CC(CC#CCN2CCOCC2)C(=O)O1 (stereo unspecified) | 1.1 | -10 | -0.1 | 1.1 | · | 2 | 1.2 | 0 | -8 | 0.6
CCc1ccc(CN2C(=O)c3ccccc3C2C(=O)NCC2CCCO2)cc1 (stereo unspecified) | 0.9 | 6 | 0.0 | 0.9 | -10 | 2 | -0.6 | -2 | -6 | 1.5
Cc1ccc(-n2c(=O)c3ccccc3n(CC(=O)C(C)(C)C)c2=O)cc1 | 1 | 3 | -0.2 | 1 | -7 | -4 | -1.0 | 4 | -11 | 6.0
Cc1nn(CC2CCCCC2)c(N)c1-c1ccccc1 | 1.1 | 10 | -0.4 | 1 | · | -8 | -0.1 | 2 | -14 | 0.9
O=C(NC1CCN(C(=S)NCc2ccco2)CC1)C12CC3CC(CC(C3)C1)C2 | 0.9 | 33 | -0.1 | 0.8 | · | 0 | -4.6 | 2 | -2 | -0.3
O=C(COc1ccc(Br)cc1)N1CCCCCC1 | 1 | -2 | -0.3 | 1.1 | 13 | -4 | -0.4 | · | -12 | ·
CC(=O)NNc1ncnc2c1cnn2-c1ccc(C)c(Cl)c1 | 1 | -7 | -0.2 | 1 | -3 | -7 | 0.3 | 12* | -121 | 0.4
COc1ccc(OC)c(C2CC(=O)Nc3n[nH]c(-c4ccccc4)c32)c1 (stereo unspecified) | · | 23 | -0.4 | · | -8 | -3 | -0.4 | -1 | 34 | 4.5
O=C(c1cnsn1)N1CCN(c2ccccn2)CC1 | 1.1 | -5 | -0.5 | 1 | -15 | -5 | 0.1 | -3 | -12 | 0.7
O=C(COc1ccc(S(=O)(=O)N2CCOCC2)cc1)Nc1ccc2c(c1)OCCO2 | 0.9 | 0 | 0.0 | 0.9 | -32 | -4 | -4.8 | 2 | -11 | 3.2
CC(C)Cc1nc2oc3c(NCCCN4CCOCC4)ncnc3c2c2c1CCC2 | 1.1 | 58* | -0.2 | 1 | · | -1 | 2.7 | -2 | -4 | -0.8
COc1ccc(CCNC(=O)C(=O)NCCCN2CCOCC2)cc1 | 1 | 3 | -0.1 | 1 | 6 | -3 | 0.4 | 0 | -3 | 2.9
Cn1nc(C(F)(F)F)c(C#N)c1N1CCN(c2ccccc2)CC1 | 0.9 | 5 | -0.5 | 0.8 | · | -3 | 0.0 | 0 | -5 | 2.5
CO/N=C(/C)CCS(=O)(=O)c1ccccc1 | 0.9 | -6 | -0.2 | 1 | -13 | -2 | -1.0 | -2 | -9 | 1.0
CC(=O)Nc1ccc(Oc2cc(C#N)c(C#N)cc2N2CCOCC2)cc1 | 1 | -3 | -0.1 | 0.9 | · | -4 | -0.1 | 4 | -8 | 0.7
O=C(O)c1c(-c2ccccc2)c2oc3ccccc3c2[nH]c1=O | 0.9 | 2 | -0.2 | 1 | 8 | 0 | -0.1 | 3 | -10 | 2.6
O=C1OC(c2ccccc2)=N/C1=C\C=C\c1ccccc1[N+](=O)[O-] | 0.9 | 45 | -0.1 | 0.9 | 0 | 3 | -0.2 | -1 | -5 | 5.5
O=C(Oc1ccccc1OC(=O)N1CCOCC1)N1CCOCC1 | 1 | -7 | -0.2 | 1 | -3 | -6 | 2.1 | -6 | -16 | 1.6
Cc1nn2cc(-c3ccccc3)nc2s1 | 1 | -4 | -0.2 | 1 | · | -6 | 0.0 | 0 | -15 | 1.0
O=C(COC(=O)CCSc1ccccc1)NCc1ccccc1 | 1.1 | 3 | 0.9 | 1.1 | -11 | -5 | -1.8 | 1 | -9 | 0.8
Fc1ccc(N/N=C2/CC(c3ccccc3)Oc3ccccc32)c(F)c1 (stereo unspecified) | 2.5* | 72* | -0.3 | 1.7 | -5 | 3 | · | 3 | -1 | 2.8
N/C(=N\OC(=O)c1cc(Cl)ccc1Cl)c1ccccn1 | 1.1 | 33 | -0.4 | 1 | 12 | -7 | -0.3 | 0 | 12 | -1.2
CCc1nn(-c2ccccc2)c(N)c1C#N | 1 | -5 | -0.3 | 0.9 | -2 | -7 | -0.5 | -3 | -12 | 0.6
COc1ccccc1C(=O)N1CCN=C1c1ccccc1 | 0.9 | 1 | -0.3 | 0.8 | -1 | -3 | -1.6 | -2 | -9 | 1.1
Cc1ccc(S(=O)(=O)N2CCN(C(=O)CN3CCCCC3)C2)cc1 | 1 | -6 | -0.5 | 1 | · | -3 | -0.2 | 0 | -15 | 1.0
Cc1cc(C(C)(C)C)c(O)c(C(C)(C)C)c1 | 1 | 3 | -0.2 | 1 | -18 | -1 | 0.2 | -2 | -4 | 0.0
COC(=O)c1cc2oc3ccccc3c2n1Cc1ccccn1 | 0.9 | -3 | -0.1 | 0.8 | -7 | 2 | 1.9 | -5 | 0 | 0.8
COc1ccc(OC)c(NC(=O)C2CCCCC2)c1 | 0.9 | -5 | -0.2 | 1 | 4 | -4 | 0.0 | 4 | -8 | 0.4
O=C(Cn1cnc2ccccc21)N1CCN(S(=O)(=O)c2ccccc2)CC1 | 1 | 0 | -0.5 | 1.1 | 21 | 5 | 7.6 | -3 | -4 | -0.1
CC(=O)Nc1ccc(NC(=O)CCCN2C(=O)c3ccccc3C2=O)cc1 | 1 | -4 | -0.2 | 1 | -15 | -2 | -0.8 | 8 | -1 | 0.2
CCOC(=O)c1c(NC(=O)c2cccs2)sc(C(=O)N(C)C)c1C | 1.1 | 8 | -0.4 | 1 | · | -4 | 0.2 | -5 | -15 | 0.6
CCOC(=O)CC1C(=O)NC2CCCCC2N1C(=O)Nc1ccc(Cl)cc1 (stereo unspecified) | 0.9 | -8 | 0.0 | 0.9 | 22 | -6 | 0.3 | -1 | -11 | 0.3
CCOC(=O)C(c1ccccc1)N1CCN(c2ccc(OC)cc2)CC1 (stereo unspecified) | 1 | 14 | -0.3 | 1 | · | -5 | -1.1 | 4 | -8 | 0.0
S=c1[nH]nc(CCc2ccccc2)n1-c1ccc(Cl)cc1 | 0.9 | 9 | -0.3 | 0.9 | 10 | -1 | 5.1 | -3 | -72 | 1.1
O=C(CCCCCN1C(=O)c2ccccc2C1=O)Nc1ccc2c(c1)OCCO2 | 1 | 3 | -0.2 | 1 | · | 0 | 0.0 | 3 | -7 | 1.9
NC(=O)c1ccc(NC(=O)COC(=O)/C=C/c2cccs2)cc1 | 1 | -2 | -0.3 | 1 | 1 | -7 | 0.2 | -2 | -12 | 7.6
CN(C)c1cc(N/N=C\c2ccccc2)nc(N(C)C)n1 | 0.4 | 47 | -0.3 | 0.4 | -5 | -5 | -0.2 | 1 | -5 | -0.7
Cc1ccccc1Cn1c2ccccc2c2cnn(CC(=O)N3CCN(c4ccccc4)CC3)c(=O)c21 | 0.9 | 0 | 0.1 | 0.9 | · | -1 | -0.8 | 3 | -9 | 5.1
CCn1c(C)cc(/C=C2\NC(=O)N(CC(=O)Nc3ccc(F)cc3)C2=O)c1C | 1.8 | 1 | 0.3 | 1.4 | -13 | 0 | 0.1 | -4 | -2 | 1.9
CCCCCCCCNC(=O)c1cccnc1SCC(=O)Nc1ccc(OC)cc1OC | 1.1 | 86* | 0.2 | 1.1 | -8 | 6 | 0.1 | -7 | -12 | 8.1
CCCSc1ccc2nc(NC(=O)OC)[nH]c2c1 | 1 | 8 | 0.6 | 1 | 18 | -3 | 0.4 | -2 | -13 | 1.9
Cn1cc(SCC(=O)N2CCOCC2)c2ccccc21 | 1.1 | -5 | -0.1 | 1.1 | · | -8 | -1.3 | -8 | 1 | 0.8
CCOc1ccccc1NC(=O)c1c(NC(=O)CNCc2ccco2)sc2c1CCC2 | 0.9 | · | · | 1 | -44 | -4 | · | · | -6 | ·
CC(C)(C)n1ncc2c(=O)n(Cc3ccc(Cl)c(Cl)c3)cnc21 | 1 | -5 | -0.3 | 1 | 2 | -1 | -0.6 | -4 | 1 | 1.1
Cc1ccc2c(c1)C(SCC(=O)NCCc1ccccc1)CC1(CCCC1)O2 (stereo unspecified) | 1 | -4 | -0.1 | 1 | -17 | 2 | 0.7 | -6 | -5 | 5.4
O=c1cc(-c2ccccc2F)oc2ccccc12 | 0.9 | 3 | 0.0 | 1 | · | -2 | 0.3 | -4 | -7 | 0.5
NC(=O)c1ccc(N2CCN(c3ccc(O)cc3)CC2)c([N+](=O)[O-])c1 | 0.4 | 9 | 0.1 | 0.7 | 7 | 0 | -1.5 | 1 | -4 | 3.7
O=C1c2ccccc2NC(c2ccccc2O)N1NS(=O)(=O)c1ccccc1 (stereo unspecified) | 0.9 | 7 | -0.2 | 0.9 | -10 | -1 | -0.2 | -5 | -6 | 0.5

High-throughput results as filed in PubChem BioAssay.
